CHRM1 antagonist – human M1 muscarinic receptor antagonists, primary screen, CHO-K1 cells, Fluo-8 calcium fluorescence, 1536-well. Muscarinic acetylcholine receptor M1 (Homo sapiens), P11229. CHO-K1 hM1, ACh EC80 antagonist. inhibition, % at 3 µM. hit rate 1.3% among 360,000. AID 588852, 2011;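 active = percent inhibition above its own plate's cutoff, namely the mean of that plate's compound wells plus 3 SD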;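 also: peak over basal fluorescence ratio during 140 s after agonist addition; 0% = ACh EC80 plus DMSO and 100% = DMSO alone without agonist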
Target sequence (P11229 whole entry, looked up): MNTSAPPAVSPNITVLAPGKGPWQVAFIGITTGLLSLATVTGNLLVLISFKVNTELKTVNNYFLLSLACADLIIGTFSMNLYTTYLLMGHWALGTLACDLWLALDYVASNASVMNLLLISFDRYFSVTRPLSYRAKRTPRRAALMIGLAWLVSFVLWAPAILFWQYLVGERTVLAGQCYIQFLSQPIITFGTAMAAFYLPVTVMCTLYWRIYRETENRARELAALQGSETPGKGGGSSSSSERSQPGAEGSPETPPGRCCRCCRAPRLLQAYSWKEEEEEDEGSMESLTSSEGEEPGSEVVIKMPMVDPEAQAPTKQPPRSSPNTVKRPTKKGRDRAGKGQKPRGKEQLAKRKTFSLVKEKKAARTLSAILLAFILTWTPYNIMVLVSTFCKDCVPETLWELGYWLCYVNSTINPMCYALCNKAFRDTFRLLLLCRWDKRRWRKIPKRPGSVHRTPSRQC
CHO parental Ca – ATP-evoked calcium signal inhibitors, parental CHO, primary screen, counter-screen for OX1R antagonist project, cell-based, fluorescence, Fluo-8 calcium dye. parental CHO-K1, ATP-induced calcium, Fluo-8 fluorescence. inhibition, % at 5.6 µM. hit rate 0.63% among 330,000. AID 463079, 2010;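 active = inhibition above that plate's mean sample inhibition plus 3 SD, cut at about 26% in these data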;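 also: 0% = ATP-challenged DMSO wells and 100% = DMSO wells without ATP; some compounds past the cut are filed as inactive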
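Measured by: calcium-sensitive Fluo-8 fluorescence / Test system: CHO parental line / Controls: ATP-challenged DMSO wells low, unchallenged DMSO wells high / Measure: % inhibition / Compound: single nominal dose of 5.6 µM per compound / Replicates: single well per compound, no replicates / Reagent: ATP as calcium-mobilizing challenge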
CHO-K1 Ca PAM – nonselective calcium activators in parental CHO-K1 cells, primary screen, counter-screen for M1 PAM project, cell-based, Fluo-8 calcium fluorescence, full deck, 1536-well. ATP EC20; 0% at ATP EC20, 100% at ATP max. hit rate 0.02% among 360,000. activation, % at 3 µM;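 active = activation above the run cutoff, the mean activation of all test compounds plus 3 SD, cut at about 40% in these data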;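 also: peak over basal fluorescence ratio in a 140 s read after ATP addition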
TAAR1 ag – human TAAR1 agonists, primary screen, Fluo-8 calcium fluorescence, CHO RD-HGA16 cells | hit rate 0.99% among 360,000 | AID 624467, 2012 | vehicle wells 0%, saturating PEA agonist 100% | Trace amine-associated receptor 1 (Homo sapiens), Q96RJ0 | activation, % at 3 µM;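 active = activation above the mean activation of all test compounds in the run plus 3 SD, cut at about 38% in these data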
Target sequence (Q96RJ0 whole entry, looked up): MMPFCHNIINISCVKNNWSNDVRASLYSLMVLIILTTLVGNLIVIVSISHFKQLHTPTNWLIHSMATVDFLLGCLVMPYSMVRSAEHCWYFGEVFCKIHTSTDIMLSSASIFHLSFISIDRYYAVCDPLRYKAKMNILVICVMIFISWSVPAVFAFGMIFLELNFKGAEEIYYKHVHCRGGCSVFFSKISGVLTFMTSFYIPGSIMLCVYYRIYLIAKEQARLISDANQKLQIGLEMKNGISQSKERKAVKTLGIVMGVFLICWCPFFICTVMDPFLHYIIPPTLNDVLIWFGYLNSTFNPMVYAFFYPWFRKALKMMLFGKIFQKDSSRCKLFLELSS
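Assay system: CHO-derived RD-HGA16 cells with stable Gα16 and human TAAR1; timing: 17-24 h seeding, 75 min 37 °C dye, 30 min RT; read-out: % activation from peak over basal fluorescence ratio, DMSO-to-PEA scaled; measured by: kinetic Fluo-8 calcium fluorescence; benchmarks: low control DMSO, high control PEA (EC100); doses: 3 µM single concentration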
TAAR1 antagonist – human TAAR1 antagonists, primary screen, Fluo-8 calcium fluorescence, CHO RD-HGA16 cells | Trace amine-associated receptor 1 (Homo sapiens), Q96RJ0 | antagonist | inhibition, % at 3 µM | hit rate 1.5% among 360,000;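 active = inhibition above a per-plate cutoff, the mean inhibition of test compounds on that plate plus 3 SD, cut at about 49% in these data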;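 also: 0% = DMSO plus EC80 beta-PEA response and 100% = DMSO alone without agonist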
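Test system: CHO RD-HGA16 cells bearing hTAAR1 | Reagent: β-PEA, EC80 | Compound dosing: 3 µM, single point | Schedule: Dye loading 75 min at 37 °C, then 30 min room temperature | Signal: Calcium fluorescence with Fluo-8 | Evaluation: Percent inhibition of PEA-evoked calcium signal, max/basal emission ratio | Control set: DMSO-only wells and EC80 β-PEA-stimulated wells | Repeats: Singlicate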
CHO-K1 Ca ag – counter-screen for M1 agonists: effect in parental CHO-K1 cells | Fluo-8 calcium fluorescence; scaled to maximal ATP response, vehicle zero | activation, % at 3 µM | hit rate 0.48% among 360,000 | AID 602248, 2012; in the data active = activation above about 15%;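 also: untransfected CHO-K1 host cells lacking M1 receptor as counterscreen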
CHO-K1 Ca antag – nonselective inhibitor or artifact in parental CHO-K1 cells; hit rate 0.6% among 360,000; ATP-induced calcium, Fluo-8 fluorescence; inhibition, % at 3 µM;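 active = inhibition above a per-plate cutoff, the plate's mean sample inhibition plus 3 SD, cut at about 24% in these data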;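 also: 0% = DMSO plus EC80 ATP and 100% = DMSO alone without ATP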
CHRM1 agonist – human M1 muscarinic receptor agonists, primary screen, Fluo-8 calcium fluorescence, CHO-K1 cells, HTS | Muscarinic acetylcholine receptor M1 (Homo sapiens), P11229 | CHO-K1 hM1, agonist mode; 0% DMSO, 100% acetylcholine EC100 | activation, % at 3 µM | hit rate 0.33% among 360,000 | AID 588814, 2011;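 active = activation above the run's mean compound activation plus 3 SD, cut at about 16% in these data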;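 also: peak over basal fluorescence ratio within a 140 s kinetic read after compound addition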
CHRM1 PAM – human M1 muscarinic receptor positive allosteric modulators, primary screen, CHO-K1 cells, Fluo-8 calcium fluorescence, 1536-well. CHO-K1 hM1, ACh EC20; 0% = ACh EC20, 100% = maximal ACh. activation, % at 3 µM. hit rate 0.088% among 360,000. AID 588819, 2011; in the data active = activation above about 19%, passing the limit was not always enough
The depositor's hits bear a star; / = not tested or not shown. Compounds were not picked by outcome; overall some 4.4% were active at least once.

SMILES	CHRM1 antagonist	CHO parental Ca	CHO-K1 Ca PAM	TAAR1 ag	TAAR1 antagonist	CHO-K1 Ca ag	CHO-K1 Ca antag	CHRM1 agonist	CHRM1 PAM
Nc1cc(Cl)ccc1C(=O)OCC(=O)NCc1cccs1	7	-22	10	-1	0	1.2	-11	0	-3
O=C(C[C@H]1C[C@H](C(=O)N2CCOCC2)[C@@]2(CCC3CCCC3)c3[nH]c4cc(-c5ccco5)ccc4c3CCN2C1=O)NCCCn1ccnc1	-12	-7	13	0	-27	0.6	-2	-11	7
O=C(NN1C(=O)C2C3C=CC(C3)[C@H]2C1=O)c1cccnc1 (stereo partly drawn)	-13	2	26	1	-14	0.6	-17	-6	14
CCc1ccc2[nH]c(=O)c(CN(CCN3CCCC3)C(=O)NC3CCCCC3)cc2c1	6	-26	17	7	-30	0.2	-9	-6	-3
COCCn1c(SCC(=O)N2CCCCCC2)nc2c(c1=O)SCC2	-27	-9	12	0	-30	-0.3	-8	-4	26*
O=[N+]([O-])c1ccc(N2CCN(Cc3cccc([N+](=O)[O-])c3)CC2)cc1	-1	8	-12	0	20	2.4	0	-8	-16
Cc1ccc(CCN2CC(C(=O)NCCCN3CCC(C)CC3)CC2=O)cc1 (stereo not drawn)	-2	-11	10	0	-5	0.1	-6	-6	2
Cc1cc(NC(=O)CN2C(=O)CCSc3ccccc32)no1	5	-11	-11	4	-8	0.3	5	-6	-1
COc1ccccc1OCCSc1nnnn1-c1ccc(C)cc1	-15	40*	10	-1	19	1.6	-3	-2	9
Cc1ccccc1OCCn1cc(C=O)c2ccccc21	11	2	22	2	23	9.6	-4	0	-9
O=C(N/N=C/c1ccccn1)c1cccnc1	-6	-5	18	2	10	0.5	-6	-3	3
COc1cc(/C=c2\s/c(=C(/C#N)C(=O)N3CCCC3)n(-c3ccccc3)c2=O)ccc1O	-25	-1	2	75*	76*	4.0	10	13	-3
O=C(NCCC(c1ccccc1)c1ccccc1)c1ccc(Br)o1	-27	-11	-3	6	3	-0.3	8	-5	1
Cc1cccc(C)c1NS(=O)(=O)c1ccc(OCCNS(C)(=O)=O)cc1	4	-7	0	3	-3	0.3	8	-3	-1
CN1CCCC(OC(=O)COc2ccc(Br)cc2)C1 (stereo not drawn)	1	-10	17	1	7	1.6	-1	-4	5
CCOc1ccc(C(=O)COC(=O)c2nc3nccc(C)n3n2)cc1	11	-11	1	0	-11	-0.1	-6	-6	-4
CCOC(=O)N(NC(=O)C(O)(CC(C)C)CC(C)C)c1ccccc1	-8	-9	18	2	-3	0.3	-5	-9	8
COc1cc(C(C)=O)ccc1OCC(=O)Nc1ccc(S(=O)(=O)N2CCCCC2)cc1	3	/	3	6	19	3.5	4	-3	-13
CCC(Oc1ccccc1OC)C(=O)N1CC(=O)Nc2ccccc21 (stereo not drawn)	13	-14	-4	9	-22	1.0	-16	-4	-3
NS(=O)(=O)c1ccc(NC(=O)CSc2ccc3ccccc3n2)cc1	2	3	14	18	-2	5.4	-3	-1	4
COc1ccc(CCNC(=O)COC(=O)Cc2ccccc2[N+](=O)[O-])cc1	0	-10	2	11	7	0.4	4	-1	4
Cc1noc(C)c1C(=O)Nc1cc(S(=O)(=O)N2CCCCC2)ccc1N(C)C	0	/	-6	-2	-38	-0.2	-6	-5	0
CCOc1ccc(NS(=O)(=O)c2cc(C(=O)NCCCN3CCCC3=O)ccc2C)cc1	-5	-19	-5	1	-3	-0.6	-2	-4	3
CC1(C)Cc2c(c(-c3ccco3)nc3sc4c(NCC5CCCO5)ncnc4c23)CO1 (stereo not drawn)	-8	-18	18	0	-14	0.4	-2	-7	4
CCn1cc(C(=O)Nc2ccccc2C(=O)OC)cn1	-4	-10	1	1	-31	0.1	3	-3	5
O=C(Nc1ccc(S(=O)(=O)N2CCOCC2)cc1)C1CCCCC1	2	-5	-5	6	13	0.5	8	-3	-1
CC(C)c1ccc(/C=C2\SC(=O)N(CC(=O)NC3CCS(=O)(=O)C3)C2=O)cc1 (stereo not drawn)	20	-2	-7	8	-8	8.0	-1	1	-6
COc1ccc(Cl)cc1NC(=S)N(Cc1cccnc1)Cc1ccco1	-8	-12	-8	-1	4	1.1	11	-3	10
CCCCC(c1nnnn1CS(=O)(=O)c1ccc(C)cc1)N1CCC(C(N)=O)CC1 (stereo not drawn)	-4	/	-10	9	5	1.9	-6	-4	-2
COC(=O)c1ccc(COC(=O)CNC(=O)c2cccs2)cc1	-22	1	-6	10	-7	3.1	-10	2	14
C(=C\c1ccccc1)/CN1CCN(C(c2ccccc2)c2nnnn2C2CCCC2)CC1 (stereo not drawn)	54*	/	17	1	-22	1.9	-25	-5	-23
CCCCCc1ccc(CC(=O)N2CCOCC2)cc1	-11	-3	3	2	-23	1.3	-8	-4	10
Cc1cc(NS(C)(=O)=O)c(=O)n(Cc2cccc(C(F)(F)F)c2)c1	-8	/	9	0	-18	0.1	-3	-1	5
COc1ccc(NS(=O)(=O)c2cccc3cccnc23)cc1Cl	4	-9	21	3	-11	1.5	-5	1	11
O=C(N/C(=C/c1ccco1)C(=O)N1CCCCCC1)c1cccs1	2	-13	1	4	10	0.1	0	0	8
COc1ccc(N(CC(=O)NCc2ccc(C)cc2)S(=O)(=O)c2c(C)noc2C)cc1	-5	-18	7	-1	5	0.9	-15	-2	3
Cc1ccc(C)c(S(=O)(=O)NCc2ccc(C(=O)N3CCCCCC3)cc2)c1	-9	-18	20	5	-2	4.4	-8	-4	2
CCC(=O)N1CCC(C)(C(=O)NCc2cccc(OC)c2)C1 (stereo not drawn)	-10	/	7	1	11	0.7	-7	-5	1
CCCC(=O)Nc1ccc(C(=O)NCC(=O)OCC)cc1	-5	-2	7	4	-1	-0.5	-6	-4	0
O=C(CCCCC(=O)N1CCOCCOCCOCC1)OCc1ccccc1	5	-20	-11	2	-1	0.0	9	-4	-2
CCCCNC(=O)Oc1cccc(N2CCCC2=O)c1	-26	-3	14	6	13	-0.1	-14	-4	5
COc1ccccc1NC(=O)N1CCCC1C(=O)NCc1ccc(F)cc1 (stereo not drawn)	-11	-5	2	6	0	-0.2	3	-3	6
C=CCn1c(SCc2c(C(=O)OC)sc(N)c2C(=O)OC)nnc1-c1ccc(Br)cc1	-17	-9	9	19	-3	1.9	-10	6	3
CCN1C(=S)SC(=O)C1=C1C=C(C)N(Cc2ccco2)C(C)=C1	11	11	8	23	36	8.1	6	3	-2
Cc1ccc(S(=O)(=O)N(CC(=O)NCc2ccccn2)c2ccc(Cl)cc2)cc1	-6	-24	-2	-1	-25	0.5	2	-4	3
COc1ccc(-c2csc(NCCc3nc4cc(C(=O)NCCCO)ccc4n3Cc3ccc(C)cc3)n2)cc1	6	-20	4	13	18	-0.3	-3	-7	-3
O=P(O)(CCc1ccccc1)C(O)c1ccccc1 (stereo not drawn)	5	-5	2	5	-22	-0.3	-3	-1	0
COc1ccc(C(=O)C2CCCN(C(=O)c3cccc(Cn4cccn4)c3)C2)cc1F (stereo not drawn)	-5	-13	-9	1	-13	4.9	1	-1	2
COc1cccc(C(=O)Nc2nnc(CCS(=O)(=O)c3ccc(C)cc3)s2)c1	-10	-17	12	3	-13	0.4	-4	2	0
Cc1[nH]c(=O)[nH]c(=O)c1/C=C/C(=O)OCC(C)C	-13	-7	8	6	0	-0.6	2	-1	20
Cc1nn(CC(=O)NCCCN2CCCC2)c(=O)c2nn(-c3ccccc3)c(C)c12	8	8	-7	0	-14	0.0	-4	-5	-6
CCC(=NCc1ccco1)c1c(C(F)(F)F)[nH]n(-c2nc3ccccc3s2)c1=O	-2	-1	-1	2	11	-0.3	-5	1	9
COC/C=C/C1=CC2=CC(=O)C(C)(OC(=O)c3cnc4ccccc4n3)C(=O)C2=CN1CCCCO (stereo not drawn)	-8	8	14	6	8	0.7	-19	-2	7
O=C(NNS(=O)(=O)c1ccc2ccccc2c1)NC1CCCCC1	4	-11	20	10	40	4.7	-7	-2	-3
CCNC(=O)C1(C)CCN(Cc2cccc(C(F)(F)F)c2)C1 (stereo not drawn)	3	/	16	1	-21	1.4	-5	-4	5
c1ccc(CCc2ccccc2-c2nc(-c3cccnc3)no2)cc1	-3	-42	3	8	19	-0.1	8	-3	4
Cn1c(=O)c2c(-c3ccccc3)n(-c3cc([N+](=O)[O-])ccc3O)cc2n(C)c1=O	-15	/	3	9	1	-0.6	6	0	10
CC(=O)N1CCc2cc(S(=O)(=O)CCC(=O)N(C)Cc3ccco3)ccc21	-14	-16	13	5	-1	1.8	-14	-3	8
Cc1nnc(OCC(=O)NCCC2=CCCCC2)c2ccccc12	6	-7	-2	12	12	0.1	1	-5	-3
CCOC(=O)c1cncc(C(=O)O)c1	-50	-9	17	2	-26	0.9	-20	1	11

Brought forward from above: 2 compounds; new compounds follow.
SMILES	CHRM1 antagonist	CHO parental Ca	CHO-K1 Ca PAM	TAAR1 ag	TAAR1 antagonist	CHO-K1 Ca ag	CHO-K1 Ca antag	CHRM1 agonist	CHRM1 PAM
Cc1nnc(OCC(=O)NCCC2=CCCCC2)c2ccccc12	6	-7	-2	12	12	0.1	1	-5	-3
CCOC(=O)c1cncc(C(=O)O)c1	-50	-9	17	2	-26	0.9	-20	1	11
COc1ccc(C(=O)COC(=O)c2cccnc2Cl)c(OC)c1	-6	-3	24	11	10	1.6	-8	-8	11
Cc1cc(C)cc(NC(=O)CN2C(=O)NC(C)(c3ccccc3)C2=O)c1 (stereo not drawn)	-6	-24	10	8	8	1.0	-11	1	2
Cc1ccc(N(C)S(=O)(=O)c2c(C)noc2/C=C/N(C)C)cc1	-19	-25	17	-1	1	1.4	-12	-1	14
Cc1ccc(NC(=O)CNC(=O)c2cccs2)cc1S(=O)(=O)Nc1ccc(Cl)cc1	6	15	20	3	2	2.2	-8	-5	3
CC(NC(=O)C(=O)N1CCOCC1)C(c1cccs1)N1CCN(c2ccc(F)cc2)CC1 (stereo not drawn)	-12	-11	7	1	-13	3.3	-16	-1	7

From PubChem BioAssay
